Source: PubChem BioAssay
VLA-4 inh = inhibition in a human VLA-4 binding assay | P13612 | VLA-4 expressing cells, ligand binding flow cytometry | inhibition, % (about 7 µM as worked out from the volumes in the protocol) | hit rate 0.2% among 330,000 | AID 2557; in the data active = inhibition above about 50%
Target sequence (P13612 whole entry, looked up): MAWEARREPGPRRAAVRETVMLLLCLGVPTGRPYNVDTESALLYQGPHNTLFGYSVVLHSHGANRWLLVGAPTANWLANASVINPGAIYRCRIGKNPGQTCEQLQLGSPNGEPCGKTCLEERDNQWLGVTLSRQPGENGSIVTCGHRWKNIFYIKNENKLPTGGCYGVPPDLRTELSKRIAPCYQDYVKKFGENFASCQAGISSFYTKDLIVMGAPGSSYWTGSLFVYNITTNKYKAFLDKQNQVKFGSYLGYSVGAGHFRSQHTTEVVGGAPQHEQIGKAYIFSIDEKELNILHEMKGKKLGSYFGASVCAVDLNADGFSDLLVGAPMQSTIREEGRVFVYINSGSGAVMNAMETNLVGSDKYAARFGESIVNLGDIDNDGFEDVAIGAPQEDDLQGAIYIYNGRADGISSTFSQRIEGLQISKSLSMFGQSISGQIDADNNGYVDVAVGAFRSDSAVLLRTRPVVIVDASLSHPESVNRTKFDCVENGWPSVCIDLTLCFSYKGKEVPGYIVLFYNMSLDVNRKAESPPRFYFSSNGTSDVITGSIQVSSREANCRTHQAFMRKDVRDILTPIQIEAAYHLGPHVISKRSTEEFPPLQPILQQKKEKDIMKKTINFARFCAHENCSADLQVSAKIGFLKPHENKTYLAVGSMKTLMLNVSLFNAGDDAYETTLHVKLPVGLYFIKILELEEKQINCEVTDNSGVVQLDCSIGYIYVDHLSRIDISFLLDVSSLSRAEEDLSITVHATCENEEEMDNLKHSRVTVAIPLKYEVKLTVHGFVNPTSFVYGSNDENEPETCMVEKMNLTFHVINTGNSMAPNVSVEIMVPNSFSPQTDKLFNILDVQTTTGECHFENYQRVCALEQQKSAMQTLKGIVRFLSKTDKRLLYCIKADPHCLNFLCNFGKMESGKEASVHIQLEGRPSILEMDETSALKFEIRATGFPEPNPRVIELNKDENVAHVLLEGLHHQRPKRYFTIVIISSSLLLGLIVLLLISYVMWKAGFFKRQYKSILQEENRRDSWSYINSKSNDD
CIT2 TOR yeast = alters CIT2-GFP fluorescence in TOR pathway yeast screen. S. cerevisiae CIT2-GFP strain, flow cytometry, 3 h; 100 means same as DMSO wells. GFP response vs DMSO, % at 10 µM. hit rate 0.065% among 320,000;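 active = GFP response relative to DMSO above a set limit, near the screen mean plus 3 SD, cut at about 150% in these data; inconclusive = Fewer than 70 cells measured for a yeast strain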;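 also: ratio of well median GFP fluorescence to mean of DMSO wells on the plate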
LAP4-GFP MLPCN = alters LAP4-GFP fluorescence in TOR pathway yeast screen. hit rate 0.34% among 320,000. GFP response vs DMSO, % at 10 µM. S. cerevisiae LAP4-GFP multiplex, flow cytometry GFP, 3 h; median GFP as percent of DMSO wells;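 active = GFP response vs DMSO above a set limit, about the screen mean plus 3 SD, cut at about 150% in these data; inconclusive = under 70 cell events counted for the yeast strain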
AGP1-GFP MLPCN = yeast TOR pathway AGP1-GFP modulation. hit rate 0.02% among 320,000. S. cerevisiae AGP1-GFP multiplex flow cytometry, 3 h; GFP as percent of DMSO wells. GFP response vs DMSO, % at 10 µM;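 active = GFP response relative to DMSO above a set limit, near screen average plus 3 SD, cut at about 150% in these data; inconclusive = fewer than 70 cells counted for the yeast strain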;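 also: median GFP channel fluorescence of the gated AGP1 strain per well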
GRK2 inh = blocks RNA aptamer binding to human GRK2; P25098; bead flow cytometry, FAM-aptamer displacement from GRK2; inhibition of aptamer binding, % at 10 µM; hit rate 0.59% among 330,000; AID 488847;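 active = inhibition of aptamer binding above 40%, roughly 3 SD of noise, on plates passing a quality check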;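 also: median bead fluorescence of bound FAM aptamer so fluorescent compounds give negative values; no value below 0 was filed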
CR mimetic SO = yeast age-related superoxide inhibition as caloric restriction mimetic | S. cerevisiae aged cells, superoxide DHE fluorescence; stronger effect = lower value | superoxide response (% of plate mean), % at 10 µM | hit rate 0.18% among 330,000 | AID 2690;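 active = superoxide response under a set limit, about three screen SD below normal, cut at about 65% in these data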;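 also: yeast aged for seven days with compound at 30 °C before DHE staining; 100% = average MFI of all compound-treated wells on the plate with controls excluded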
MEP2-GFP yeast = yeast TOR pathway MEP2-GFP modulation; S. cerevisiae MEP2-GFP strain, flow cytometry GFP, 3 h; 100% = DMSO control level; GFP response vs DMSO, % at 10 µM; hit rate 0.51% among 330,000; AID 2016;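 active = GFP response versus DMSO above a set limit, roughly screen mean plus 3 SD, cut at about 180% in these data; inconclusive = fewer than 70 cells counted for a yeast strain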;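 also: median GFP fluorescence of the barcode-gated MEP2-GFP cells per well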
RPL19A-GFP yeast = yeast TOR pathway RPL19A-GFP modulation; S. cerevisiae RPL19A-GFP strain, flow cytometry, 3 h; stronger effect = lower value; percent response vs DMSO, % at 10 µM; hit rate 0.3% among 330,000;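 active = percent response vs DMSO below 50%; inconclusive = fewer than 70 events counted for the yeast strain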;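 also: median channel GFP fluorescence of the barcoded RPL19A-GFP strain; ratio of sample median GFP to plate DMSO average so 100% = DMSO; lower means less RPL19A-GFP as with rapamycin TOR inhibition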
* marks the source's active call; other numbers are inactive results; u = inconclusive; x = no result given; [ ] = another dose, or the depositor's remark. Hits appear at their usual frequency; overall some 1.7% were active at least once.

Start of the data: the first 2 compounds (preview)
SMILES	VLA-4 inh	CIT2 TOR yeast	LAP4-GFP MLPCN	AGP1-GFP MLPCN	GRK2 inh	CR mimetic SO	MEP2-GFP yeast	RPL19A-GFP yeast
CC(=O)N1CCN(c2ccccc2NC(=O)COc2cc(C)cc(C)c2)CC1	3	100	96	100	0	96	101	102
O=C(NCCc1ccc(Cl)cc1)c1cc2ccccn2n1	4	87	120	102	2	119	100	99

This part in full, previewed entries included:
SMILES	VLA-4 inh	CIT2 TOR yeast	LAP4-GFP MLPCN	AGP1-GFP MLPCN	GRK2 inh	CR mimetic SO	MEP2-GFP yeast	RPL19A-GFP yeast
CC(=O)N1CCN(c2ccccc2NC(=O)COc2cc(C)cc(C)c2)CC1	3	100	96	100	0	96	101	102
O=C(NCCc1ccc(Cl)cc1)c1cc2ccccn2n1	4	87	120	102	2	119	100	99
CCOC(=O)CNC(=O)Cc1ccc(OC)cc1	8	84	101	102	0	106	88	88
COc1ccc(C(=O)C2CCCN(S(=O)(=O)N(C)C)C2)c(C)c1 (stereo not drawn)	-8	109	94	102	2	95	107	105
CCOC(=O)C1CCN(C(=O)c2ccc3c(c2)OCO3)CC1	10	103	99	100	1	131	101	x
O=C1CC(c2ccco2)Cc2nc(NCC3CCCO3)ncc21 (stereo not drawn)	0	87	80	86	2	96	87	84
COc1cccc(C(=O)Nc2ccc(N3CCN(C(=O)c4cccs4)CC3)cc2)c1	-6	95	92	78	2	118	98	98
COc1cc(COC(=O)Oc2ccc(CNC(C)=O)cc2OC)c([N+](=O)[O-])cc1OC	-6	91	110	89	1	105	95	100
Cc1ccc(C(=O)O)cc1NC(=S)NC(=O)c1ccc(-c2ccccc2)cc1	6	103	109	106	2	98	99	96
C#CCNC(=O)C1=C[C@@H](C(C)(C)C)C[C@@H](OCc2ccc(CO)cc2)O1	23	86	104	90	0	105	96	108
Cc1cccc(N(C(=O)c2snc(C(N)=O)c2N)C(C(=O)NC2CCCC2)c2ccc(C)o2)c1 (stereo not drawn)	-12	110	92	100	0	79	107	105
Cc1cc(C(=O)Nc2sc3c(c2C#N)CCC(C)C3)no1 (stereo not drawn)	10	93	102	90	0	113	99	100
O=C(CN1CCCC1)Nc1ccc(Oc2ccc(NC(=O)CN3CCCC3)cc2)cc1	19	93	105	102	0	108	98	106
CCOCCCNC(=O)CNC(=S)N(Cc1ccccc1F)C1CCCCC1	0	103	98	102	0	85	104	99
CCN(CC)CCNCC(=O)N1c2ccccc2CCc2ccc(NC(=O)OC)cc21	16	108	89	102	0	102	95	99
Cc1ccc(S(=O)(=O)N2CCCCC2)cc1NC(=O)c1ccccn1	3	111	104	111	1	95	112	112
O=C1CCCC2=C1C(c1ccc(Cl)cc1)N1C(=O)CCSC1=N2 (stereo not drawn)	-3	100	100	102	1	94	102	97
COc1ccc2nc(SCc3ccccc3)nc(C)c2c1	-5	93	102	98	3	106	108	104
CCC(=O)N1c2ccc(S(=O)(=O)CCC(=O)N3CCN(c4ccccc4)CC3)cc2CC1C (stereo not drawn)	0	101	109	105	0	98	111	105
Cc1ccc(SCC(=O)OCC(=O)N(C)C2CCS(=O)(=O)C2)cc1C (stereo not drawn)	7	91	97	95	0	128	97	95
COc1ccc(C)cc1NC(=O)CSc1nc2scc(C)c2c(=O)[nH]1	6	99	79	95	0	99	105	104
OC1CSc2nc3ccccc3n2C1 (stereo not drawn)	0	102	96	105	0	98	105	98
CCc1ccccc1NC(=O)N1CCCC(CCC(=O)N(C)CCc2ccccn2)C1 (stereo not drawn)	10	100	103	94	0	116	100	101
COc1ccc(/C=N/NC(=O)CO/N=C(\C)c2cccs2)cc1	2	98	112	96	0	93	98	99
O=C(CCc1ccc(S(=O)(=O)N2CCOCC2)cc1)Nc1ccc(F)cc1[N+](=O)[O-]	9	95	91	99	1	105	101	99
CSC1=N/C(=C\c2ccccc2C)C(=O)S1	9	100	93	96	0	99	107	106
O=C1CC(=C(c2ccccc2)c2ccccc2)C(=O)N1CCCCN1CCN(c2ccccc2)CC1	-4	100	94	94	0	106	96	93
Cc1ccc(-n2cc(C(=O)c3ccccc3O)cn2)cc1	-5	99	104	96	1	97	100	104
CCCCN(C(=O)C1CC(=O)N(c2ccc3c(c2)OCCO3)C1)c1c(N)n(CCC)c(=O)[nH]c1=O (stereo not drawn)	-68	100	101	103	6	100	101	105
COC(OC)C1(C)C(C#N)=C(N)Oc2c1c(=O)oc1ccccc21 (stereo not drawn)	2	110	93	99	0	122	104	105
CCn1cc(C(=O)N2CCN(c3ccccc3OC)CC2)c2cc(OC)c(OC)cc2c1=O	x	95	108	100	1	116	110	98
O=C(C1=C[C@H](C2CCCCC2)C[C@H](OCc2ccc(CO)cc2)O1)N1CCN(Cc2ccc3c(c2)OCO3)CC1	1	89	109	84	0	108	91	92
CCCc1nc(SCC(=O)Nc2ccc(N3CCOCC3)cc2)c2ccccc2n1	28	98	103	x	3	99	101	100
Cc1cc(-c2cc(C(=O)Nc3ccccc3)on2)nc(NCC2CC2)n1	-2	96	108	87	3	106	92	98
O=C1CN(C(=O)CSc2nnc(C3CC3)n2-c2ccccc2)c2ccccc2N1	-7	101	97	98	1	101	94	97
COC(=O)NNC(=O)C1CCC(C(=O)NNC(=O)OC)CC1 (stereo not drawn)	-8	96	99	105	1	92	110	103
COc1ccc(Cn2cccc(NC(=O)Nc3ccc(C#N)cc3)c2=O)cc1	-8	x	89	103	1	116	102	104
CN(C)c1ccc(C=NCC2COc3ccccc3O2)cc1 (stereo not drawn)	9	99	95	99	2	75	108	101
Cc1cc(C)n(C(=O)CCCCCC(=O)n2nc(C)cc2C)n1	8	98	107	84	3	102	108	98
CC1(C(=O)O)CCC(C(=O)Nc2ccc(Cl)c(Cl)c2)C1(C)C (stereo not drawn)	0	101	97	102	0	100	105	102
COc1ccc2nc(NC(=O)CSc3nnc(N)s3)sc2c1	11	89	98	94	0	98	97	98
CN1CCN(c2ccc(C(F)(F)F)cc2NC(=O)c2ccco2)CC1	1	108[may fluoresce green]	108[may fluoresce green]	94[may fluoresce green]	0	100	96[may fluoresce green]	92[may fluoresce green]
O=Cc1c(-c2ccc(F)cc2)nc2ccccn12	-3	91	112	102	1	105	102	101
CCn1c(COc2ccc(=O)n(-c3ccccc3)n2)nnc1SCc1ccc(C)cc1	13	82	91	95	1	111	98	97
COc1cc(S(=O)(=O)N(C)C)ccc1F	15	96	99	102	3	95	103	102
Cc1ccc(C2(C)NC(=O)N(CC(=O)N(c3ccccc3)C3CCS(=O)(=O)C3)C2=O)cc1 (stereo not drawn)	5	109	93	104	0	105	102	100
CSc1n[nH]c(NCc2ccc(Cl)cc2)n1	7	96	97	107	2	100	105	106
CCn1c(N)c(C(=O)Nc2ccccc2C(=O)OC)sc1=S	5	97	101	100	1	147	97	97
CC(NC(=O)C1CCCN1S(=O)(=O)c1cccc2nsnc12)c1ccccc1 (stereo not drawn)	6	95	95	101	0	73	98	101
CC1CCCN(CCS(=O)(=O)c2ccccc2)C1 (stereo not drawn)	0	101	110	114	1	92	99	105

(listing goes on)
SMILES	VLA-4 inh	CIT2 TOR yeast	LAP4-GFP MLPCN	AGP1-GFP MLPCN	GRK2 inh	CR mimetic SO	MEP2-GFP yeast	RPL19A-GFP yeast
CC(=O)Nc1cccc(-c2nc3ccccc3s2)c1C	6	102	97	104	0	110	114	111
O=C(/C=C/c1ccccc1Cl)N(Cc1ccc(Cl)cc1)C1CCS(=O)(=O)C1 (stereo not drawn)	11	100	91	99	1	113	102	101
CCOc1ccc(CCNC(=O)C2CCN(S(=O)(=O)N3CC(C)CC(C)C3)CC2)cc1OCC (stereo not drawn)	0	101	107	102	0	113	102	102
O=C(NCc1ccco1)c1ccc(Cl)nc1	9	96	101	99	9	105	100	99
CCN(CC)CCNC(=O)Cn1c(-c2ccccn2)nc2ccccc21	7	128	144	103	x	106	180*	99
Cc1cc2nc3c(=O)n(Cc4ccccc4)c(=O)[nH]c3nc2cc1N	-38	93	103	102	0	109	103	96
CC(C)C(C)(C#N)NC(=O)CSc1nnc(C(F)(F)F)n1C (stereo not drawn)	24	107	101	108	3	94	105	107
O=C(Nc1ccccc1)N1CCOCC1	3	84[may fluoresce red]	85[may fluoresce red]	86[may fluoresce red]	6	91	78[may fluoresce red]	u
CN(C)c1ccnc(-n2cccc2/C=N/O)c1C#N	-3	x	86	84	0	101	94	88
O=C(CSCc1ccc(Cl)cc1)Nc1ccc2c(c1)OCO2	8	92	99	100	10	104	100	103
O=C(CN1CCCc2ccccc21)Nc1ccc(F)cc1[N+](=O)[O-]	-111	97	98	100	0	119	99	100
Cc1cccc(N2CCN(C(=O)C3CCN(c4ncnc5c4nc4n5CCCCC4)CC3)CC2)c1C	-1	110	102	99	0	97	109	96
COC(=O)C1CSc2[nH]c(=O)sc2C1c1ccccc1 (stereo not drawn)	2	99	103	101	0	100	99	97
CC1CCN(S(=O)(=O)c2cccc(C(=O)NC3CCCCC3)c2)CC1	6	101	93	105	0	77	103	102
CCOC(=O)CSc1nc(=O)n2cccc(C)c2n1	12	90	98	97	2	102	94	98
O=C(Cc1ccccc1)NCc1ccc(-n2cccc2)cc1	5	97	89	90	8	96	100	91
COc1ccc(S(=O)(=O)Cc2ccc(C(=O)NC3CCCC3)o2)cc1	6	104	111	108	1	98	105	104
O=C(NCCc1ccc(Cl)cc1)c1cnccn1	-3	96	112	103	3	104	109	100
O=S(=O)(O)c1cc2oc(-c3ccccc3)nc2c2ccccc12	14	88	105	89	0	109	90	104
Cc1c(NC(=O)C(C)C)cccc1-c1nc2ncccc2o1	6	106	84	102	0	101	103	105
CCOc1ccc(CN(C)C(=O)CCN2C(=O)c3ccccc3C2=O)cc1OC	6	94	86	91	1	94	98	94
C/C(=C\C(=O)c1ccc(Cl)cc1)Nc1ccc(N2CCOCC2)cc1	3	98	103	101	0	97	107	104
CNc1[nH]c(=O)[nH]c(=O)c1N=Nc1cc(Cl)ccc1Cl	-18	107	105	104	0	113	106	104
CCN1CCCC1CNC(=O)Cn1cnc2ccc(S(=O)(=O)N3CCC(C)CC3)cc2c1=O (stereo not drawn)	2	99	102	107	0	102	100	105
COc1ccc(N2C(=O)CC(N3CCN(S(=O)(=O)c4c(C)cc(C)cc4C)CC3)C2=O)cc1 (stereo not drawn)	7	93	92	103	0	117	102	95
O=C(Nc1ccccn1)c1cc2ccccc2cc1O	-5	98	97	97	0	80	106	102
O=C(c1ccc(S(=O)(=O)c2ccccc2)cc1)N1CCCCCC1	6	105	91	103	0	96	99	107
O=C1CN2C(=Nc3ccc(Cl)cc3C2c2ccccc2)CN1 (stereo not drawn)	14	93	106	102	0	112	107	100
CCN(C(=O)COC(=O)c1c(C)nsc1NC)c1ccccc1	-26	93	90	99	2	114	100	94
CCOC(=O)CN1C(=O)S/C(=C/c2ccc(N3CCCCC3)o2)C1=O	-12	103	105	99	0	96	102	104
O=C(c1ccccn1)C1CCCN(Cc2nc(Cc3cccc(F)c3)no2)C1 (stereo not drawn)	-4	89	90	90	0	102	96	95
Cc1ccccc1NC(=S)Nc1ccccn1	-1	98	114	89	2	98	112	98
COCCNC(=O)Cn1cnc2c(cnn2-c2ccc(C)cc2)c1=O	19	104	99	107	2	97	109	104
C[C@H](CO)N1C[C@H](C)[C@@H](CN(C)C(=O)NC2CCCCC2)Oc2ccc(NS(=O)(=O)c3cn(C)cn3)cc2C1=O	-14	87	88	86	5	102	94	88
CC(C)C(=O)N1CCN(c2ccccc2NC(=O)c2ccc(C#N)cc2F)CC1	2	104	106	109	0	99	100	100
